NR2E3 ag-1: agonists of human NR2E3 nuclear receptor. AID 602229. CHO-S Gal4-NCOR/VP16-NR2E3 two-hybrid, luciferase. Q9Y5X4. hit rate 0.35% among 360,000. inhibition of corepressor binding, % at 3.98 µM;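 active means inhibition above the mean of all tested compounds plus 3 SD, cut at about 70% in these data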;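 further: 0% = DMSO with NR2E3 transfected cells and 100% = cells lacking NR2E3 construct; higher means lower luciferase signal from less NR2E3 corepressor binding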
Target sequence (Q9Y5X4 whole entry, looked up, the tested form may be a part): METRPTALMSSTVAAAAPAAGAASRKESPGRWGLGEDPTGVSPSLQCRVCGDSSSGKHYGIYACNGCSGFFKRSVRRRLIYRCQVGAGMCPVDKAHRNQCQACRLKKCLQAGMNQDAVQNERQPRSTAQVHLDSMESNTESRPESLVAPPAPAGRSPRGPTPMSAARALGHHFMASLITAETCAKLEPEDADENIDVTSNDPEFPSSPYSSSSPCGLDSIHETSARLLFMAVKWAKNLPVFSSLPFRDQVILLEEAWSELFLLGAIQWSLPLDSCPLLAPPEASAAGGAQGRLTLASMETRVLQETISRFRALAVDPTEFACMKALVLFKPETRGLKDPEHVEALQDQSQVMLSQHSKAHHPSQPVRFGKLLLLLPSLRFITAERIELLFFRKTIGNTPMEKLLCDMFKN
MITF TRPM1 inh: inhibitors of MITF-driven TRPM1 promoter in melanoma cells | SK-MEL-5 TRPM1 promoter luciferase, 24 h | inhibition, % at 12.5 µM | hit rate 0.83% among 330,000;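 active means mean inhibition across replicates of 60% or more, whatever share of single replicates reaches that level; inconclusive means some that reach 60%, reason not given; inactive means mean inhibition across replicates below 60%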; further: values of inactives mirror those of a sister screen read the other way
Shn3 inh set2: reduces Shn3 3'UTR luciferase signal in osteoblasts; hit rate 0.52% among 360,000; inhibition, % at 12.5 µM; Clone20 osteoblast Shn3 3'UTR firefly luciferase, 24 h;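 active means mean inhibition of at least 75% with every replicate also reaching 75%; inconclusive means mean inhibition at least 75% but some replicate below; inactive means mean inhibition below 75%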;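 further: 0% = median of neutral control wells and 100% = pilot-screen positive control compound; some compounds past the cut are filed as inactive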
iPSC survival up: hiPSC single-cell survival enhancement; ATPlite luminescence; 100% = ROCK inhibitor wells, 0% = DMSO; survival enhancement, % at 20 µM; hit rate 0.044% among 360,000; in the data active means survival enhancement above about 18%;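 further: cells exposed to compounds for 16 hours before the ATP read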
PDI inh: inhibitors of human protein disulfide isomerase | P07237 | PDI insulin aggregation turbidity, A650, 90 min | inhibition, % at 10 µM | hit rate 0.052% among 350,000;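 active means mean inhibition across replicates of 30% or more, whatever share of single replicates reach that level; inconclusive means mean inhibition below 30% while every single replicate reaches 30%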;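 further: absorbance from insulin aggregation driven by PDI reduction with DTT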
H9c2 protect: modulators protecting cardiomyocytes from myocardial damage. H9c2 cardiomyocytes, H2O2 injury protection, ATPLite, 2 h. protection from H2O2 cell death, % at 20 µM. hit rate 0.63% among 360,000;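 active means compounds giving at least 50% protection of heart cells from peroxide-induced death in the single-dose screen, raw or plate-pattern-corrected value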;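 further: 0% = DMSO wells with peroxide and 100% = DMSO wells without peroxide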
HIF-2a block: blocks HIF-2a reporter activity; inhibition, % at 18.8 µM; 786-0 RCC cells HIF-2a reporter, luciferase luminescence, overnight; hit rate 0.72% among 360,000; AID 624352;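 active means inhibition of the luminescence signal of 40% or more relative to plate controls, in a single-dose primary screen at 18.75 µM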
NR2E3 ag-2: activates human photoreceptor nuclear receptor NR2E3; Q9Y5X4; GST-NR2E3/biotin-RetCOR TR-FRET, 1536-well; inhibition of corepressor binding, % at 4.78 µM; hit rate 0.12% among 320,000; AID 2300;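 active means percent inhibition above the cutoff of mean plus 3 SD of all tested compounds, set per screening campaign, cut at about 20% in these data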;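 further: 0% = DMSO wells and 100% = biotin wells as full block of FRET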
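Test system – NR2E3–RetCOR corepressor complex · Quantity – NR2E3 fusion 1.35 nM · Buffer or medium – Tris pH 7.5 · Incubation – Compound–protein incubation for 5 h at 4 °C · Technique – TR-FRET, Eu(K)-anti-GST donor, streptavidin-D2 acceptor, ex 340, em 617/671 nm · Evaluation – percent inhibition of 671/617 nm emission ratio versus biotin and DMSO controls · Plate – 1536-well format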
HTR2A ag: activates the mouse 5-HT2A serotonin receptor | hit rate 0.66% among 360,000 | P35363 | activation, % at 7.6 µM | CHO-K1 mHTR2A beta-arrestin complementation, luminescence; percent of 30 µM serotonin response;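 active means activation above a run cutoff, the mean activation of all tested compounds plus 3 SD, cut at about 14% in these data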;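 further: 0% = plate median of compound wells and 100% = 30 µM serotonin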
Target sequence (P35363 whole entry, looked up): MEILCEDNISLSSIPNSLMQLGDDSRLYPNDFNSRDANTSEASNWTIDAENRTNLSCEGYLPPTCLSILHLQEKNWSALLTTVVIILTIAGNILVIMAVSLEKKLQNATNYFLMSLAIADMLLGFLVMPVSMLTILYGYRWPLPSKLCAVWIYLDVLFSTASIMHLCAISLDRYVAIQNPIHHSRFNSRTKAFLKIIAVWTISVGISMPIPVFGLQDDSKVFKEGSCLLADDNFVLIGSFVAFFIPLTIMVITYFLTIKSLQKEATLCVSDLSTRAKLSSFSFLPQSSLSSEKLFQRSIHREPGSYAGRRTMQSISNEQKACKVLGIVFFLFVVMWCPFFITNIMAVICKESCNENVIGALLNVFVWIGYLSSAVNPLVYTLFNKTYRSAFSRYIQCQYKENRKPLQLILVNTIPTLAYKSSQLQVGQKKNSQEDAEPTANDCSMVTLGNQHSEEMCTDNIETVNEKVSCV
Peg3 promoter: Peg3 promoter activity inhibition; HeLa PEG-Prom luciferase reporter, luminescence, overnight; inhibition, % at 20 µM; hit rate 1.7% among 360,000;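 active means inhibition of at least 50% at 20 µM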
CaV13 ICDI inh: Disruptors of the CACNA1D IQ motif to Ca2+-dependent inactivation inhibitor domain association, primary screening, Förster resonance energy transfer in intact living … | inhibition, % at 12.3 µM | hit rate 0.098% among 340,000 | AID 743397 | HEK cells, CFP/YFP FRET ICDI-IQ, plate reader, 10 min; percent FRET-ratio fall versus neutral wells;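 active means mean replicate inhibition of at least 30% and at least 1% of replicates passing that level; inconclusive means only one of the two criteria is met; inactive means neither criterion is met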;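 further: 0% = median of the neutral control wells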
* hit, by the source's call; ? = inconclusive; . = not tested or not shown. An unsorted share of the library; any-hit rate near 3.9%.

SMILES | NR2E3 ag-1 | MITF TRPM1 inh | Shn3 inh set2 | iPSC survival up | PDI inh | H9c2 protect | HIF-2a block | NR2E3 ag-2 | HTR2A ag | Peg3 promoter | CaV13 ICDI inh
Cc1cccc(S(=O)(=O)NC(=O)C2(C)CCN2C(=O)C/C=C/c2ccccc2)c1 (stereo unspecified) | -35 | . | -7 | 0.2 | 11 | 0 | -4 | . | 7 | 6 | -5
O=S(=O)(NCc1ccc(F)cc1)c1cccc(S(=O)(=O)N2CCOCC2)c1 | 2 | 8 | 7 | -1.0 | -4 | -2 | 4 | -1 | 8 | 11 | .
O=C(COc1ccc2c3c(c(=O)oc2c1)CCC3)N1CCCCC1 | -68 | -30 | -31 | -0.2 | -44 | 0 | -176 | 5 | 6 | -143 | -7
Cc1cccc2nc(CSCc3ccco3)cn12 | -56 | -73 | -129 | 1.0 | 2 | 1 | -147 | -2 | -2 | -224 | -5
O=C(Cc1csc(Nc2nc(=S)[nH]c3ccccc23)n1)NCc1cccc(Cl)c1 | -2 | 14 | 11 | 0.1 | -8 | 11 | 3 | 1 | -2 | 45 | -3
CC1(Cc2ccc(F)cc2)C(=O)Nc2ccc(-c3cccnc3)cc21 (stereo unspecified) | -38 | . | 31 | -2.5 | 10 | -13 | 23 | . | -2 | 14 | -5
O=C(NCCCNC(=O)c1ccccn1)c1ccc(Br)cc1 | 8 | 5 | 10 | -0.3 | 5 | -2 | 13 | 2 | 2 | 9 | -4
CCCCN(C(=O)c1cc(S(=O)(=O)N2CCOCC2)ccc1N1CCOCC1)c1ccccc1 | 15 | . | 23 | -1.5 | -2 | 1 | 13 | . | 0 | 2 | -11
Cc1cc(Cl)ccc1NNC(=O)CCc1ccccc1 | -15 | 8 | 5 | -0.5 | -2 | -2 | 19 | 1 | 2 | 10 | -4
CCOC(=O)C1=C(C)OC(N)=C(C(=O)OCC)C1c1cccnc1 (stereo unspecified) | -11 | 6 | -4 | 0.2 | 1 | -7 | 1 | 2 | 9 | 6 | -5
CN(Cc1ccccc1)C(=O)c1ncn2c1C(=O)N(C)CC2 | -1 | . | 0 | 1.1 | -4 | 3 | 8 | . | -2 | -13 | -4
COc1cc(C)c(C(=O)Oc2cc(C)c(C(=O)O)c(O)c2C)c(O)c1C | 32 | . | -3 | -1.0 | . | -12 | -66 | 1 | 6 | 18 | .
Cc1ccc(-c2c(NC(=O)c3ccco3)oc3ccccc3c2=O)cc1 | -7 | -1 | -9 | -0.1 | -2 | 2 | -37 | 3 | 3 | -14 | -2
CC1CN(CC(=O)Nc2ccc(S(N)(=O)=O)cc2)CC(C)O1 (stereo unspecified) | 14 | 2 | -12 | -0.2 | -11 | 2 | 17 | -4 | 5 | 6 | .
Cc1ccc(N(CC(=O)NC(C)c2ccccc2)S(=O)(=O)c2cccs2)cc1 (stereo unspecified) | 3 | 11 | -5 | -0.5 | -1 | -4 | -20 | 0 | 0 | 7 | -8
COc1ccc(Cn2cnc3c(N)c(C)c(C)cc32)cc1 | -18 | 16 | 4 | -0.1 | -1 | 1 | -10 | 0 | -1 | -3 | 12
COc1ccc(CCC(=O)Nc2cccc(S(=O)(=O)N3CCCCCC3)c2)cc1OC | -15 | 20 | 24 | -2.4 | -3 | -15 | 13 | 2 | 1 | 15 | -6
O=C(COC(=O)c1cc(S(=O)(=O)N2CCOCC2)ccc1O)Nc1cc(S(=O)(=O)N2CCCC2)ccc1Cl | -22 | -1 | 8 | -0.4 | -3 | -1 | 15 | 3 | 8 | 9 | -5
COc1ccc(C(=O)Nc2ccnn2C2CCN(C(=O)CCC(F)(F)F)CC2)cc1 | -37 | -1 | -15 | -0.5 | -4 | -2 | -88 | 1 | 10 | -37 | -7
O=C(CSc1nnc(NC(=O)C2CC2)s1)NCc1ccccc1 | 68 | 0 | -12 | 0.0 | 12 | 3 | 8 | 2 | 2 | 2 | -3
CC(=O)Nc1ccc(S(=O)(=O)N2CCN(c3ccc(C(C)=O)cc3)CC2)cc1 | -26 | . | 22 | -1.6 | -1 | -12 | -4 | . | 3 | 2 | -8
CCOC(=O)C1CCCN(C(=O)C2COc3ccccc3O2)C1 (stereo unspecified) | 16 | -11 | 4 | -0.2 | 3 | 6 | -13 | . | 3 | -2 | -6
O=C(NCc1ccccc1)C1=C[C@H](c2csc3ccccc23)C[C@H](OCCCCO)O1 | -4 | 12 | 12 | 4.1 | 2 | -2 | 33 | -2 | -2 | 25 | -7
COCc1c(C(=O)N(C)Cc2ccccc2N2CCCC2)oc2ccccc12 | -1 | 9 | 23 | 0.2 | -5 | -11 | 7 | . | -1 | 19 | -2
CCOC(=O)c1ccc(N=c2scc(C)n2CC)cc1 | -121 | -41 | -29 | 0.0 | -2 | -8 | -309 | 3 | 6 | -250 | -7
Cc1cccc(NC(=O)N2CCN(Cc3ccc4c(c3)OCO4)CC2)c1C | -1 | 2 | 16 | 3.2 | 2 | -3 | 9 | -2 | -2 | -3 | -4
Cc1cc(NC(=O)C2C3C(=O)N(Cc4ccc(Cl)cc4)C(C(=O)NCc4ccccc4)C34C=CC2(C)O4)no1 (stereo unspecified) | 12 | -1 | -4 | 4.1 | 2 | -3 | 14 | 0 | 2 | 23 | .
Cc1ccc(OCC(=O)NCc2ccccn2)c(Br)c1 | -48 | -69 | -54 | 0.1 | 0 | -3 | -224 | -1 | -6 | -209 | .
CN(C)c1nc(NCc2ccccc2)nc(N/N=C/c2ccc3c(c2)OCO3)n1 | -16 | -14 | 11 | 0.0 | 3 | 4 | 7 | -2 | -4 | 9 | -5
O=C(Oc1c(-c2ccco2)oc2ccccc2c1=O)c1cccnc1 | -29 | 7 | -6 | 1.2 | -1 | 49 | 8 | -3 | -2 | -47 | -14
CC(C)CC(NC(N)=O)C(=O)Nc1cccc([N+](=O)[O-])c1 (stereo unspecified) | -19 | -3 | -3 | 3.3 | -10 | 0 | 7 | 4 | -3 | 6 | -4
Cc1ccn2c(Nc3ccccc3C)c(-c3ccccn3)nc2c1 | 97* | 42 | ? | 1.2 | 4 | -7 | 4 | 1 | -14 | 43 | -1
Fc1ccc(NC(=S)NN=C2CCCCCC2)cc1 | -47 | -31 | -31 | -2.8 | 3 | 3 | -125 | 0 | -1 | -115 | -8
Cc1ccn2cc(CNS(=O)(=O)c3ccc4c(c3)OCCO4)nc2c1 | -18 | -11 | 17 | -1.2 | . | -11 | 10 | 3 | 26* | 18 | -3
Cc1cc(NC(=O)Cn2c(=O)c3c(ncn3CC(C)C)n(Cc3ccccc3)c2=O)no1 | -34 | 1 | -3 | -0.5 | -1 | 2 | 23 | -3 | 0 | 20 | -4
Cc1cc(N2CCC(C(=O)N3CCN(c4cccc(C)c4C)CC3)CC2)n2ncnc2n1 | 6 | 14 | 33 | 1.6 | 7 | -4 | -8 | 0 | -1 | 13 | -9
CC(C)CN1CCC1(C)C(=O)Nc1ccc(OC(F)F)cc1 (stereo unspecified) | 5 | . | -6 | 0.7 | 7 | -8 | 1 | . | 7 | 3 | -11
COc1ccc(/C=N/Nc2nnc(C)n2N)cc1OC(C)=O | -36 | 2 | 10 | -0.1 | 3 | -7 | 11 | -2 | -2 | -7 | .
O=C(NCc1ccccn1)c1ccc(Cl)c(NC2=NC3CS(=O)(=O)CC3S2)c1 (stereo unspecified) | -25 | -2 | -12 | -0.3 | 2 | 5 | 9 | 1 | -1 | 3 | -7
C/C(=N\Nc1nncc2ccccc12)c1cccc(OC(F)F)c1 | -163 | -60 | -52 | -0.6 | -3 | -16 | -186 | -2 | 2 | -167 | -18
O=C(C1CCC(CNS(=O)(=O)c2ccccc2)CC1)N1CCOCC1 (stereo unspecified) | -30 | 16 | 21 | -0.9 | 7 | 7 | -50 | 1 | 2 | 1 | -6
COc1ccccc1NC(=O)COC(=O)COc1ccccc1F | -7 | . | 11 | -0.6 | -8 | 1 | -2 | 1 | -1 | -4 | -6
Cc1ccc(C)c(S(=O)(=O)N2CCN(CC(=O)Nc3ccc([N+](=O)[O-])cc3)CC2)c1 | -6 | 15 | 6 | 1.0 | -11 | 12 | 30 | -1 | -7 | 0 | -14
CC(CC(=O)O)CC(=O)N1CCN(S(=O)(=O)c2cccs2)CC1 (stereo unspecified) | -50 | 5 | -20 | -0.1 | -11 | 0 | 2 | -3 | 6 | 9 | .
COc1ccc(S(=O)(=O)NCCc2ccccn2)cc1 | 12 | 4 | -2 | -2.2 | 5 | 1 | 5 | . | 0 | 12 | -2
Cc1ccccc1NC(=O)NCCN1C(=O)C2C3C=CC(C3)C2C1=O (stereo unspecified) | -6 | . | -9 | 2.3 | . | -11 | -16 | 2 | 1 | 2 | -2
Cc1ccc([N+](=O)[O-])cc1S(=O)(=O)N1CCC(C)CC1 | -20 | 2 | -14 | 0.4 | -4 | -2 | 7 | 0 | -2 | 14 | -4
Cc1cc(C(=O)NCC(=O)OCC(=O)N(C2CCCCC2)C2CCCCC2)ccc1[N+](=O)[O-] | -14 | 6 | -3 | 2.2 | -4 | 4 | 21 | -2 | -4 | 9 | -4
CCOC(=O)C1Nc2ccccc2C2c3ccccc3CC12 (stereo unspecified) | 12 | -6 | 20 | 1.1 | -3 | 15 | -12 | 4 | 9 | -14 | -7
Cn1c(SCC(=O)NC2CC2)nnc1-c1ccccc1Cl | 13 | 0 | 0 | -0.5 | -2 | 6 | 5 | 0 | 10 | 7 | .

Complete entries as entered above. Values in the order: NR2E3 ag-1	MITF TRPM1 inh	Shn3 inh set2	iPSC survival up	PDI inh	H9c2 protect	HIF-2a block	NR2E3 ag-2	HTR2A ag	Peg3 promoter	CaV13 ICDI inh
Profile of `CCOC(=O)C1Nc2ccccc2C2c3ccccc3CC12` (stereo unspecified) = 12	-6	20	1.1	-3	15	-12	4	9	-14	-7
Profile of `O=C(C1CCC(CNS(=O)(=O)c2ccccc2)CC1)N1CCOCC1` (stereo unspecified) = -30	16	21	-0.9	7	7	-50	1	2	1	-6

Other compounds follow:
SMILES | NR2E3 ag-1 | MITF TRPM1 inh | Shn3 inh set2 | iPSC survival up | PDI inh | H9c2 protect | HIF-2a block | NR2E3 ag-2 | HTR2A ag | Peg3 promoter | CaV13 ICDI inh
CCn1c(CSc2nc(C)cc(C)n2)nnc1SCC(=O)Nc1cccc2ccccc12 | 8 | 10 | -41 | -3.1 | -3 | -4 | 12 | -1 | 2 | 14 | -9
O=C(/C=C/c1ccccc1Cl)OCC(=O)N1CCCC1 | 15 | -5 | -5 | -2.9 | -1 | 3 | -27 | . | 0 | -75 | -5
COc1cccc(NC(=O)COC(=O)c2nc3nccc(C)n3n2)c1 | -18 | 5 | -31 | 4.4 | -2 | 2 | -28 | 2 | -4 | 1 | -7
COc1ccc(OC)c(S(=O)(=O)Nc2cc(C)on2)c1 | -14 | -3 | 0 | -0.4 | -1 | 4 | 3 | 0 | 8 | -8 | -5
